N370S GC mod = inhibits or activates N370S mutant glucocerebrosidase; P04062; N370S GC spleen homogenate, 4MU-glucoside fluorescence; Potency, µM (titrated, usually from 59.4 µM), for inactives: at the top dose activity change, negative = inhibition, actives largely listed as inhibitors; 330,000 compounds, 0.092% hits; AID 2101;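 note: 0% = full enzyme activity and -100% = no enzyme basal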
FEN1 inhibitor = inhibitors of human flap endonuclease 1 | P39748 | Recombinant FEN1 flap cleavage, fluorescence, 15 min | Potency, µM (top dose mostly 114 µM), without a hit: at the highest dose activity change, negative = inhibition, actives largely listed as inhibitors | 390,000 compounds, 0.35% hits; note: nearly all actives have a fitted effect of over 65% in size
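Steps: FEN1 (10 nM) dispensed; compound added by pin tool; 15 min at room temperature; substrate added to 50 nM final; reads at 0 min and 15 min; data normalized and fitted (four-parameter Hill).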
TDP1 block = blocks human tyrosyl-DNA phosphodiesterase 1 | Q9NUW8 | recombinant TDP1, AlphaScreen DNA substrate cleavage | Potency, µM (highest dose often 130 µM), for the others: at the top dose activity change, negative = inhibition, usual class: inhibitors | 350,000 compounds, 0.28% hits; note: nearly all actives have a fitted effect of over 40% in size
Target sequence (Q9NUW8 whole entry, looked up): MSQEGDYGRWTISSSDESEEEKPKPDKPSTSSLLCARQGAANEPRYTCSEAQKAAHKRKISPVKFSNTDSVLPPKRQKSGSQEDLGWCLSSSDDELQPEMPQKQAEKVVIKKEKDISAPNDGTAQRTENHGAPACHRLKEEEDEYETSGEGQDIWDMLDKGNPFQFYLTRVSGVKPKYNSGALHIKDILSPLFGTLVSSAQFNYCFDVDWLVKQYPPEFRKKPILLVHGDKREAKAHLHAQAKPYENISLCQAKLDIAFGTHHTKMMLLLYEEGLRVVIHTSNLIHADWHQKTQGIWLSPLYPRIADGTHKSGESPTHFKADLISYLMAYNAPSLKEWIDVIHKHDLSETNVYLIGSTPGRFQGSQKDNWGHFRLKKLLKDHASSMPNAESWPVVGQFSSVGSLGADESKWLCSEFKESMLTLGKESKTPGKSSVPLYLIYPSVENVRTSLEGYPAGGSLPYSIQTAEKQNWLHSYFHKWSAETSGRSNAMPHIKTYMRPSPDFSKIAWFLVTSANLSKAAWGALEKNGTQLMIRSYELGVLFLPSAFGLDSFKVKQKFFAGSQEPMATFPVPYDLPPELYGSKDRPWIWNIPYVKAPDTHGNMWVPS
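Compounds were preincubated with Tdp1 (1 nM final) for 15 min at room temperature before substrate (15 nM final) started a 5 min reaction; beads (10 ug/ml final) were then added for 10 min before AlphaScreen detection.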
Starred values were filed as active, the others as inactive; ? = inconclusive; nt = not tested or not shown; & = joins results of further samples; [ ] = another dose, or the depositor's remark. Calls come from the whole dose curve; as a rule, active = well fitted curve in the direction sought with a large enough effect; inconclusive = small, poorly fitted or top-dose-only effect, or another doubt; inactive = no such curve, though single readings can be large; an effect the other way counts as inactive or inconclusive. Unless noted, % is set by controls: 0 for no effect and ±100 for the full control effect; potency is the fitted concentration of half-maximal effect.

mol	TDP1 block	N370S GC mod	FEN1 inhibitor
Cc1ccc(NC(=O)/C(C#N)=C/c2cc(C)n(-c3ccc(N4CCOCC4)c([N+](=O)[O-])c3)c2C)c(C)c1	6%	9%	-3%
COc1ccc(-c2cc(-c3cc(F)ccc3O)[nH]n2)cc1OC	4%	3%	?
CCn1cc(C(=O)NCC2CCCO2)c(=O)c2cc(S(=O)(=O)N3CCCCCC3)ccc21 (stereo not drawn)	0%	5%	0%
CC(=O)Nc1ccc(NC(=O)C(C)OC(=O)CSCc2cccc(Cl)c2)cc1 (stereo not drawn)	5%	-2%	13%
O=C(NCCn1cc(SCc2ccccc2Cl)c2ccccc21)c1cccs1	5%	nt	-17%
Clc1ccc(-c2ccc(C=Nc3ccc(N4CCOCC4)cc3)o2)cc1	5%	-23%	10%
Cc1ccccc1OCCSc1nnc(-c2ccncc2)n1C	2%	14%	-1%
O=C(N/N=C/c1cccc(NC(=O)c2ccc(Cl)cc2)c1)c1ccc(O)cc1	nt	13%	5%
O=C(Nc1cccc(-c2nc3ccccc3[nH]2)c1)c1ccc(C(=O)Nc2cccc(-c3nc4ccccc4[nH]3)c2)cc1	-6%	-5%	-20%
CCOc1ncccc1C(=O)Nc1ccccc1F	0%	13%	-11%
COc1ccc(NC(=O)C(=O)NCCc2csc(-c3ccc(Cl)cc3)n2)cc1	0%	nt	2%
CCCCC(c1nnnn1CS(=O)(=O)c1ccc(C)cc1)N1CCN(C)CC1 (stereo not drawn)	0%	19%	1%
Cc1ccc(C(=O)CNc2ccc(Cl)cc2)cc1	4%	8%	13%
O=C(c1ccc(F)cc1)N1CCC(C(=O)N2CCN(S(=O)(=O)c3cccc(F)c3)CC2)CC1	nt	-3%	0%
O=C(NCCn1cccn1)c1ccc(OC2CCN(CCc3ccccc3)CC2)cc1	nt	-4%	6%
COc1cccc(N2C(=O)c3ccncc3C2=O)c1	2%	10%	-5%
Cc1ccc(Nc2cc(C)c3ccc(O)cc3n2)cc1C	6%	-3%	-14%
O=c1c2ccc(Cl)cc2[nH]c(=S)n1CCC1=CCCCC1	3%	12%	11%
CN(C)c1cccc(N(C)C)c1CNC(=O)NC(=O)c1c(F)cccc1F	5%	-4%	11%
CCOc1ncccc1C(=O)N(CC)CC(=O)NCc1ccc(F)cc1	8%	-8%	7%
CNC(=O)CSc1nnc(COc2ccc([N+](=O)[O-])cc2)n1C	7%	10%	3%
O=C(COC(=O)c1ccco1)c1ccc(S(=O)(=O)N2CCCCC2)cc1	5%	-4%	2%
O=C(COC(=O)C12CC3CC(CC(C3)C1)C2)Nc1ccccc1F	-5%	29%	0%
CC(C)(C)OC(=O)C[C@H]1C/C=C\C[C@@H](CC(=O)NCCO)C(=O)N[C@H](C(C)(C)C)COC1=O	0%	nt	20%
CC(C)(C)OC(=O)N1CCN(CCNC(=O)c2ccccc2)CC1	nt	-8%	3%
ClCc1cc2ccccc2nc1Cl	0%	-3%	2%
Cc1nc(CS(=O)(=O)c2ccccn2)sc1C(=O)NNC(=O)c1c(F)cccc1Cl	nt	0%	4%
CCOC(=O)c1cccc(NC(=O)CC2C(=O)N(c3ccc(Cl)cc3)C(=O)N2C2CCCC2)c1 (stereo not drawn)	-3%	nt	-8%
CCCn1nc(C(=O)OCC(=O)c2c(N)n(C)c(=O)n(C)c2=O)c2ccccc2c1=O	-2%	-18%	32%
COc1ccc(NC(=S)Nc2cccc(C(F)(F)F)c2)c(C)c1	5%	-6%	1%
O=C1C2C(c3cccc(/C=C/c4ccccc4)c3)CC=CC2C(c2ccc3ccccc3c2)N1Cc1ccccc1 (stereo not drawn)	4%&-2%	-2%&-1%	-6%&3%
COc1ccc(OCC(=O)Nc2ccc(C(=O)OCc3cc(=O)n4nc(C)sc4n3)cc2)cc1	-1%	nt	-3%
CC(C)NC(=O)CCCc1cn(C)c2ccccc12	1%	2%	-17%
COc1ccccc1OCC(=O)NNC(=S)NC(=O)c1ccco1	13%	-5%	1%
COc1ccc(Cc2nc3ccccc3n2CC(=O)N/N=C/c2ccccc2)cc1OC	0%	1%	3%
Cc1ccc(S(=O)(=O)N2[C@@H](c3cccc(Cl)c3)C(C(=O)O)=CC[C@H]2c2ccc(C(C)C)cc2)cc1	-13%	25%	-9%
CC(C)(C)c1ccc(C(=O)Oc2ccc3c(c2)OCC3=O)cc1	0%	5%	-3%
O=C(O)COCC(=O)Nc1ccc2c(c1)oc1ccccc12	nt	-2%	0%
CCNC(=O)NCCc1c[nH]c2ccc(Cl)cc12	5%	-1%	-4%
COc1ccc(NC(=O)c2cccc(N3C(=O)C4C5CCC(C5)C4C3=O)c2)cc1 (stereo not drawn)	3%	-2%	-10%

Of the compounds above, these have an aryl thioether with sulfur outside any ring:
mol	TDP1 block	N370S GC mod	FEN1 inhibitor
O=C(NCCn1cc(SCc2ccccc2Cl)c2ccccc21)c1cccs1	5%	nt	-17%
Cc1ccccc1OCCSc1nnc(-c2ccncc2)n1C	2%	14%	-1%
CNC(=O)CSc1nnc(COc2ccc([N+](=O)[O-])cc2)n1C	7%	10%	3%

Further entries follow:
mol	TDP1 block	N370S GC mod	FEN1 inhibitor
COc1ccc(OC)c(CCNC(=O)c2cc3c(-c4ccccc4F)nn(C)c3s2)c1	12%	nt	1%
CCc1ccc(S(=O)(=O)c2nnn3c2nc(N2CCOCC2)c2sccc23)cc1	3%	nt	1%
CCOC(=O)C(Cc1ccc(O)cc1)NC(C)=O (stereo not drawn)	-7%[56.1 µM]	5%	nt
CCOC(=O)c1c(N)sc2c(NC(C)=O)cccc12	-4%	5%	-7%
CCN(CCCn1c(=S)[nH]c2ccc(N3CCOCC3)cc2c1=O)c1ccccc1	5%	2%	3%
CC(OC(=O)c1ccc(OCC2CCCO2)cc1)C(=O)N(C)Cc1ccccc1 (stereo not drawn)	-5%	-7%	-11%
Oc1cccc(C2c3[nH]c4ccccc4c3CCN2Cc2cnn(-c3ccccc3)c2)c1 (stereo not drawn)	6%	-12%	-19%
COc1ccc(-c2nc(=S)[nH][nH]2)cc1OC	6%	0%	12%
CC1CCCN(C(=O)c2ccc(Br)c(S(=O)(=O)N3CCOCC3)c2)C1 (stereo not drawn)	1%	nt	-19%
CCc1cc2c(SCC(=O)NCC3CCCO3)ncnc2s1 (stereo not drawn)	0%	nt	9%
CCN(CC)S(=O)(=O)c1ccc2[nH]cc(C(=O)NCCN3CCCCCC3)c(=O)c2c1	8%	-22%	-3%
COc1cc(C(=S)N2CCOCC2)ccc1OC(=O)c1cc([N+](=O)[O-])cc([N+](=O)[O-])c1	5%	-6%	5%
Cc1ccc(S(N)(=O)=O)c(C)c1-n1cnnn1	-5%	7%	-1%
O=C1C2C3C=CC(C2C(=O)N1C1CCCCC1)C1C(=O)N(C2CCCCC2)C(=O)C31 (stereo not drawn)	3%	7%	5%
CN(C(=O)COC(=O)c1cc2ccccc2oc1=O)C1CCCCC1	0%	nt	-6%
Cc1ccc(C)c(NC(=O)Cn2cc(C(=O)C3CCCCC3)c3ccccc32)c1	2%	nt	-3%
CCOC(=O)CSc1nc2ccc(NC(=O)c3ccc(Cl)cc3)cc2s1	3%	nt	2%
Cc1ccc(NC(=O)c2ocnc2C)cc1Cl	5%	-3%	-13%
Cc1ccccc1NC(=O)CN1C(=O)CSc2ccccc21	nt	5%	0%
CC12CCC(C(=O)Nc3ccccc3Cl)([C@H](Br)C1=O)C2(C)C (stereo partly drawn)	nt	?	-3%

Six of the entries above in order of the TDP1 block value, smallest number first.
SMILES	TDP1 block
CC(OC(=O)c1ccc(OCC2CCCO2)cc1)C(=O)N(C)Cc1ccccc1 (stereo not drawn)	-5%
COc1ccc(NC(=O)C(=O)NCCc2csc(-c3ccc(Cl)cc3)n2)cc1	0%
CC1CCCN(C(=O)c2ccc(Br)c(S(=O)(=O)N3CCOCC3)c2)C1 (stereo not drawn)	1%
COc1ccc(NC(=O)c2cccc(N3C(=O)C4C5CCC(C5)C4C3=O)c2)cc1 (stereo not drawn)	3%
COc1ccc(NC(=S)Nc2cccc(C(F)(F)F)c2)c(C)c1	5%
CCN(CC)S(=O)(=O)c1ccc2[nH]cc(C(=O)NCCN3CCCCCC3)c(=O)c2c1	8%

Next part.
mol	TDP1 block	N370S GC mod	FEN1 inhibitor
CCOC(=O)C1CCN(C(c2cccs2)c2sc3nc(C)nn3c2O)CC1 (stereo not drawn)	1%	17%	0%
O=C(NCc1ccc(F)cc1)c1cnn2ccccc12	0%	3%	20%
CCNC(=S)NS(=O)(=O)c1ccc(Cl)cc1	-3%	1%	6%
Cc1nc2ccc(S(=O)(=O)NC(C(=O)N3CCCCCC3)C(C)C)cc2s1 (stereo not drawn)	4%	4%	-6%
CC(=O)N1c2c(cc(Br)cc2S(=O)(=O)NCc2ccc(C)cc2)CC1C (stereo not drawn)	0%	1%	-9%
CCC(CC)c1nnc(NC(=O)c2cccc(S(=O)(=O)N3CCOCC3)c2)s1	1%	nt	-9%
O=C(Nc1ccc2c3c(cccc13)CC2)c1ccco1	3%	-5%	-6%
C=CCNC(=O)C1CC(=O)N(c2ccc(OCC(=O)Nc3cccc(OC)c3)cc2)C1 (stereo not drawn)	2%	5%	-5%
CCOCCOC(=O)c1ccc2c(c1)N(Cc1ccccc1C#N)C(=O)c1ccccc1S2(=O)=O	3%	nt	6%
CC(C)/C=C/CN1CCC(Oc2ccc(C(=O)N3CCCC3)cc2)CC1	1%	-4%	nt
Cc1cc(N2CCCN(C)CC2)nc2cc(Cl)ccc12	2%	-11%	-8%
COc1ccc(C2C(=O)N(C3CCC(C)CC3)CC(=O)N2Cc2ccccc2Cl)cc1OC (stereo not drawn)	5%	nt	-13%
COc1ccc(OC)c(CCNC(=O)CCc2cn(C)c3ccccc23)c1	nt	-13%	-14%
NC(=O)c1cc2ccc(O)cc2oc1=NCc1ccccc1	1%	?	3%
O=C(O)CCC(=O)Nc1ccc(/C=C/C(=O)C2CC2)cc1	6%	3%	-8%
Cc1nc(-c2cccc(NS(=O)(=O)c3ccccc3)c2)cs1	2%	11%	12%
O=C(CSc1ccc(-c2ccncc2)nn1)c1ccc(Cl)cc1	3%	11%	2%
CCOC(=O)/C(C(=O)Nc1ccccc1Br)=C1/NC(C)(C)Cc2ccccc21	4%	0%	1%
COC(=O)c1ccccc1NC(=O)C1CCN(c2ncnc3c2nc2n3CCCCC2)CC1	12%	8%	-8%
O=C(c1ccc2nc(N3CCOCC3)sc2c1)N1CCC(Cc2ccccc2)CC1	5%	5%	7%
Cc1ccccc1NC(=O)Cc1nnc(SCC(=O)NC2=NCCS2)n1C	nt	-10%	-8%

Shown with values under each structure: entries from further up
Sequence of screens – TDP1 block	N370S GC mod	FEN1 inhibitor
- CCC(CC)c1nnc(NC(=O)c2cccc(S(=O)(=O)N3CCOCC3)c2)s1
 : 1%	nt	-9%
- O=C(Nc1ccc2c3c(cccc13)CC2)c1ccco1
 : 3%	-5%	-6%

Compounds as they come. Share with any hit: about 0.53%.
